CRFBP-R2 block: CRF-BP/CRF-R2 complex antagonism | HEK293 CRF-R2/CRF-BP, CRF-induced calcium fluorescence | inhibition, % at 11.8 µM | actives 0.59% (n = 350,000) | AID 588475;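 active = inhibition of the ligand-induced calcium signal above about 50% at the single tested concentration, limit read from the data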
CRFR2-BP ag: agonists of human CRF-binding protein/CRF-R2 receptor complex. HEK293 CRF-R2/CRF-BP, calcium dye fluorescence (FLIPR); percent of saturating CRF peptide response. activation, % at 13.2 µM. actives 0.46% (n = 350,000). AID 588473;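 active = activation of at least 50%, plus an integration ratio under a set limit after plate pattern correction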;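 also: plate controls were neutral control wells without compound for no effect and CRF at EC100 for full effect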
M5 PAM: positive allosteric modulators of human muscarinic M5 receptor | P08912 | CHO-K1 hM5, Fluo-8 calcium, ACh EC20 PAM; 0% = ACh EC20, 100% = ACh EC100 | activation, % at 3 µM | actives 0.3% (n = 360,000) | AID 624038;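 active = activation above the run cutoff, the mean activation of all test compounds plus 3 SD, cut at about 18% in these data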
Target sequence (P08912 whole entry, looked up): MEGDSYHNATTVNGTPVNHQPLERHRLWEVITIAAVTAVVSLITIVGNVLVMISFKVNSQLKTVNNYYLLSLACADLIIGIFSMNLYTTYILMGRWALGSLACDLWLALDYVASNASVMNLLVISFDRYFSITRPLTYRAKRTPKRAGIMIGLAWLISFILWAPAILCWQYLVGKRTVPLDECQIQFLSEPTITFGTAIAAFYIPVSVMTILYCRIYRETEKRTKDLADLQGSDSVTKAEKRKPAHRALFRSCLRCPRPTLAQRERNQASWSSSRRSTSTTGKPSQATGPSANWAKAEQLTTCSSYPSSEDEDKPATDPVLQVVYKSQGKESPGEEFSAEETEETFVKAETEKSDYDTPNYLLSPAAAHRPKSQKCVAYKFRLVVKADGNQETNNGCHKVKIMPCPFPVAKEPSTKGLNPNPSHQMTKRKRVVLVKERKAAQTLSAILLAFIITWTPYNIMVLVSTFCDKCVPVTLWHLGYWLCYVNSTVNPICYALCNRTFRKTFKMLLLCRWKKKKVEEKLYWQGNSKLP
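System: CHO-K1 cell line with stable human muscarinic M5 receptor expression | Also added: EC20 acetylcholine as agonist stimulus | Compound: One concentration, 3 µM final (nominal) | Timing: Fluo-8 loading 80 min at 37 °C plus 30 min room temperature | Measured by: Fluo-8 calcium dye fluorescence, kinetic read | Read-out basis: % activation, ACh-normalized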
M5 ag: agonists of human muscarinic M5 receptor (CHRM5); P08912; CHO-K1 hM5 cells, Fluo-8 calcium fluorescence; 0% DMSO wells, 100% maximal acetylcholine response; activation, % at 3 µM; actives 0.19% (n = 360,000);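 active = activation above the run's mean over test compounds plus 3 SD, cut at about 23% in these data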;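 also: signal is peak over basal fluorescence ratio across the kinetic read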
M5 antag: antagonists of human muscarinic M5 receptor (CHRM5). actives 0.59% (n = 360,000). AID 624040. inhibition, % at 3 µM. CHO-hM5 cells, Fluo-8 calcium fluorescence, ACh EC80;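 active = inhibition above a per-plate cutoff, the mean of that plate's test compounds plus 3 SD, cut at about 27% in these data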;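 also: 0% = acetylcholine EC80 with DMSO and 100% = DMSO without agonist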
M4 ag: agonists of human muscarinic M4 receptor (CHRM4); P08173; CHO-K1 hM4/Gqi5, Fluo-8 calcium fluorescence; vehicle 0%, full acetylcholine response 100%; activation, % at 3 µM; actives 0.14% (n = 360,000);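 active = activation above the run mean over all test wells plus 3 SD, cut at about 32% in these data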;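 also: peak over basal fluorescence ratio per well then scaled between controls; 0% = DMSO wells and 100% = acetylcholine at EC100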
CHRM1 PAM: positive allosteric modulators of human M1 muscarinic receptor; activation, % at 3 µM; CHO-K1 hM1, Fluo-8 calcium fluorescence, ACh EC20; 0% = ACh EC20, 100% = maximal ACh; P11229; AID 588819; actives 0.088% (n = 360,000); in the data active = activation above about 19%, passing the limit was not always enough
Target sequence (P11229 whole entry, looked up): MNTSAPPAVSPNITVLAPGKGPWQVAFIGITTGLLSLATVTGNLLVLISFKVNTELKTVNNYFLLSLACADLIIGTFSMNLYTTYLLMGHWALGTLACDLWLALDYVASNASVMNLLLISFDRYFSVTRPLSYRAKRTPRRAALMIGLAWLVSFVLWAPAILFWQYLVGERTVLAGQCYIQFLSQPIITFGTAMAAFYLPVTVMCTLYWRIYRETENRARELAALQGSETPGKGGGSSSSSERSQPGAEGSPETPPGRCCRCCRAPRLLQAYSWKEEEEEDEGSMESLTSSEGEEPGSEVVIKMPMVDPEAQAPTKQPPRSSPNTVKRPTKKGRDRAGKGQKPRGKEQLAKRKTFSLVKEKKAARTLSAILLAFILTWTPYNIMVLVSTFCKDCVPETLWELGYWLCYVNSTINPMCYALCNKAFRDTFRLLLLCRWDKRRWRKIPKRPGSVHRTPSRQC
M4 PAM: potentiates acetylcholine response at human M4 receptor | P08173 | CHO-K1 hM4/Gqi5, Fluo-8 calcium fluorescence, ACh EC20; 0% = ACh EC20, 100% = maximal ACh | activation, % at 3 µM | actives 0.4% (n = 360,000) | AID 624126;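 active = activation above its plate's cutoff, the mean activation of sample wells plus 3 SD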; also: some results filed as inactive read as strong as hits
M4 antag: CHRM4 antagonism in calcium assay | P08173 | CHO-hM4 cells, ACh EC80, Fluo-8 calcium fluorescence | inhibition, % at 3 µM | actives 0.73% (n = 360,000) | AID 624125;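 active = inhibition above its plate's cutoff, the mean inhibition of sample wells plus 3 SD, cut at about 27% in these data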;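 also: 0% = acetylcholine EC80 with DMSO and 100% = DMSO without agonist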
Numbers without * were called inactive; x = no result given.

SMILES | CRFBP-R2 block | CRFR2-BP ag | M5 PAM | M5 ag | M5 antag | M4 ag | CHRM1 PAM | M4 PAM | M4 antag
CC(=O)n1cc([C@H]2C=C(C(=O)N3CCOCC3)O[C@@H](OCCCCO)C2)c2ccccc21 | 2.9 | 0.3 | -5.6 | 1.2 | 9.6 | 1.0 | 7.2 | 18.6 | -3.4
O=C(Nc1cc(-c2nc3ncccc3o2)ccc1Cl)c1cccs1 | -5.1 | 0.9 | -3.5 | 3.1 | 9.7 | 9.9 | -2.9 | -4.3 | -6.2
CCCSCCCNC(=O)c1ccccc1NC(=O)C1=CSCCO1 | -3.6 | -0.2 | 7.5 | -3.8 | -8.3 | 6.6 | 0.0 | -0.4 | 0.7
Cc1ccc(C(=O)COc2ccc3ccc(=O)oc3c2)cc1 | -8.1 | -1.3 | 4.3 | 2.1 | -7.5 | 0.8 | 7.9 | 3.6 | 0.3
COc1cc(CNCc2ccccn2)ccc1OCc1ccccc1Cl | -43.9 | -0.3 | 5.8 | -1.0 | -6.8 | 10.0 | 1.5 | -9.1 | 1.2
O=C(C[C@@H]1C/C=C\C[C@@H](Cc2ccc(F)cc2)C(=O)OC[C@@H](Cc2c[nH]c3ccccc23)NC1=O)NCCO | -1.2 | -0.3 | 10.2 | 4.2 | -1.4 | 0.7 | 13.7 | 8.3 | 7.9
CCCCN(C(=O)c1cccc(S(=O)(=O)N(C)c2ccc(C)cc2)c1)c1c(N)n(CC(C)C)c(=O)[nH]c1=O | 2.5 | -0.7 | 4.3 | -4.6 | 9.0 | 0.5 | 6.2 | 13.4 | -10.2
O=C(NN1CCOCC1)c1ccc(Cl)s1 | 13.3 | 0.1 | -10.5 | -3.3 | -2.9 | 0.8 | 4.4 | -5.5 | 8.2
Cc1cccc(N2C(=O)CC(Sc3nnc(C)s3)C2=O)c1 (configuration not stated) | 12.1 | 2.0 | -5.0 | -2.9 | -1.0 | 0.5 | 5.3 | 5.9 | -7.4
COc1ccccc1N1CCN(S(=O)(=O)c2cccc(F)c2)CC1 | 8.9 | 0.2 | 14.5 | -4.3 | 7.1 | -0.5 | -7.7 | 1.4 | -2.5
COCCNC(=O)c1cc2c(=O)[nH]c3ccccc3c2s1 | -12.1 | 0.2 | -4.2 | 1.5 | 6.4 | 2.0 | 4.9 | 0.9 | -7.2
O=C(COC(=O)c1ccc([N+](=O)[O-])o1)NCc1ccc(F)cc1 | 5.9 | 0.2 | 1.8 | 3.5 | -1.1 | 2.4 | 7.5 | 4.5 | 4.6
COc1ccc(C(=O)NNc2cc(C)nc(NNC(=O)c3ccc(OC)cc3)n2)cc1 | 7.7 | -2.4 | -3.4 | -2.8 | 2.4 | 1.0 | 18.6 | 4.1 | -3.2
COC(=O)c1ccc2nc(C)cc(Nc3ccccc3C)c2c1 | 2.3 | 0.9 | -5.6 | -1.0 | 1.6 | 0.8 | 0.2 | 8.3 | -10.4
CS(=O)(=O)Nc1nnc(Cc2ccccc2)s1 | -23.4 | -0.3 | 2.5 | -2.6 | -3.5 | 1.0 | 5.3 | 5.2 | -7.9
CC(=O)NCCc1ccc(S(=O)(=O)N2CCOCC2)cc1 | 7.0 | 0.7 | 4.3 | 0.8 | -6.3 | 0.6 | 4.9 | 8.6 | -10.1
CC(=O)C1=C(O)C(=O)N(c2cc(C(C)(C)C)on2)C1c1ccc(Br)cc1 (configuration not stated) | -7.0 | 0.5 | 6.2 | 3.1 | -0.2 | -0.4 | 9.2 | 30.2* | -1.3
Cn1c(=O)oc2cc(S(=O)(=O)NCCC(=O)N3CCc4ccccc43)ccc21 | 11.8 | -4.3 | 1.7 | -2.5 | -0.9 | 1.3 | 4.3 | -3.4 | 6.6
COc1cc(NC(=O)C(C)N2CCN(C(=O)C3CC3)CC2)cc(OC)c1 (configuration not stated) | -11.6 | 0.0 | 9.2 | 1.4 | 3.4 | 1.3 | 17.6 | 18.1 | -7.2
CC1(C)Cc2c(sc3c2C(=O)N(c2ccccc2)C2=NCCN23)CS1 | 1.6 | -0.8 | -7.1 | 0.5 | 5.6 | 0.1 | 7.7 | 2.8 | 1.4
CCOC(=O)c1csc(NC(=O)c2ccc3c(c2)OCCO3)n1 | -18.2 | 1.0 | 6.5 | 1.6 | -9.1 | 5.4 | 17.8 | 16.9 | -8.9
CN(Cc1ccccc1)c1nccn2ccnc12 | x | x | -5.0 | 0.6 | -1.8 | 2.3 | 2.4 | 9.2 | -3.5
Cc1ccc(OCCN(C)C(=O)CC2C(=O)NCCN2CC(C)(C)C)cc1 (configuration not stated) | -7.9 | 2.3 | 4.3 | 0.3 | -1.6 | 0.0 | 4.1 | -0.8 | 1.3
Cc1ccc(-c2nnn(CC(=O)N(CC3CCCO3)C(C(=O)NCC3CCCO3)c3ccc(F)cc3)n2)o1 (configuration not stated) | -53.2 | 0.2 | -2.0 | -0.6 | 2.7 | 0.5 | 2.9 | 2.0 | 0.7
O=S1(=O)CCOCCCN1Cc1ccccc1F | 1.7 | -3.0 | 6.9 | -1.9 | 6.3 | 0.1 | 12.6 | -1.1 | -4.2

Next section
SMILES | CRFBP-R2 block | CRFR2-BP ag | M5 PAM | M5 ag | M5 antag | M4 ag | CHRM1 PAM | M4 PAM | M4 antag
CC(=O)Nc1ccc(S(=O)(=O)N(C)c2ccc(OCC(=O)NCCc3ccccc3F)cc2)cc1 | -4.7 | 1.0 | -2.7 | 4.5 | 12.6 | 10.5 | 2.0 | -1.0 | 3.7
CCC(C)(C)NC(=O)CN(Cc1cccs1)C(=O)CCC(=O)Nc1nccs1 | 23.2 | 1.0 | 1.0 | 1.4 | -0.3 | 1.9 | 13.5 | 5.7 | -1.7
CCc1ccccc1NC(=O)NNC(=O)CCc1ccccc1 | -3.8 | -0.1 | 2.5 | -2.5 | 2.2 | 0.6 | 11.3 | -1.3 | -0.2
O=C1c2ccccc2-c2ncnc3c(N4CCOCC4)cc(N4CCOCC4)c1c23 | 54.0* | -2.1 | -4.3 | 3.4 | 1.9 | 1.9 | 13.4 | 7.4 | -21.1
CC(C)CC(=O)Nc1ccc(N2CCOCC2)cc1 | -6.6 | -0.8 | -5.4 | 0.9 | 1.8 | 0.6 | 8.2 | 1.7 | -4.0
CCOC(=O)C1(C(=O)O)NC(=O)CC1c1ccccc1 (configuration not stated) | -2.9 | -1.6 | -6.2 | 1.6 | 7.2 | 2.6 | 4.3 | -3.3 | 0.1
COC(=O)c1ccc(N2CCN(C)CC2)c(NC(=O)c2ccc(-c3ccc(Cl)cc3)o2)c1 | -13.3 | -0.8 | -3.0 | -3.8 | 13.6 | 1.5 | -7.8 | -2.4 | 7.2
O=C(CSCc1c(Cl)cccc1Cl)NN=C1CCCC1 | 4.0 | 0.2 | 5.2 | -0.6 | -1.4 | 3.0 | 5.4 | 4.5 | -7.1
CCN(CC)S(=O)(=O)c1cccc(NC(=O)C2SC(=Nc3ccc(C)cc3C)C(C(=O)NC(C)COC)=C2N)c1 (configuration not stated) | 30.1 | -3.2 | 2.8 | -1.1 | 0.5 | 0.6 | -0.5 | -1.7 | 2.3
CN(C)c1ncnc2c1NC1=C(S2)C(=NCCCC(=O)O)CC(C)(C)C1 | 51.9* | 3.8 | 4.5 | -3.7 | -4.3 | 1.1 | 2.2 | -1.9 | 7.3
CCCOC(=O)C1=C(C)NC2=C(C(=O)CCC2)C1c1ccc(N(C)C)cc1 (configuration not stated) | -11.2 | -0.5 | -20.3 | -11.8 | 25.1 | 0.2 | -25.3 | -11.9 | 21.4
Cc1ccc(S(=O)(=O)n2ccc(=O)[nH]2)cc1 | -1.6 | 0.4 | -0.3 | 0.6 | 11.6 | 1.2 | 11.9 | 4.2 | -5.6
NS(=O)(=O)c1ccc(CCNC2CC(=O)N(Cc3ccccc3)C2=O)cc1 (configuration not stated) | 6.1 | -1.2 | -2.3 | 0.7 | 2.5 | 0.5 | -8.5 | -5.2 | 9.4
NNC(=O)c1ccc(CSc2cccc3cccnc23)cc1 | -10.0 | -1.8 | 2.9 | 1.0 | 1.1 | 1.2 | 10.6 | -1.4 | -3.2
COc1cccc(CNC(=O)CN(C)S(=O)(=O)c2ccc3c(c2)n(C)c(=O)c(=O)n3C)c1 | -8.2 | -0.8 | -2.8 | -4.2 | -5.6 | 0.6 | 2.3 | -3.8 | 2.7
Cc1csc(SCCn2c(N3CCCC3)nc3c2c(=O)[nH]c(=O)n3C)n1 | -26.4 | -1.6 | -4.3 | 0.2 | 2.0 | 0.8 | 11.9 | 6.6 | 9.0
COc1ccccc1N(CC(=O)NC1CCCC1)S(=O)(=O)c1cccc(C(F)(F)F)c1 | -11.5 | -1.0 | -0.7 | -2.3 | 7.9 | 0.6 | 0.0 | -1.6 | 0.1
O=C(COC(=O)C12CC3CC(CC(O)(C3)C1)C2)NCCc1ccc(Cl)cc1 | -10.8 | -0.5 | -1.5 | 2.0 | 7.1 | 2.7 | 3.1 | 10.3 | -0.3
CCC1(Cc2ccccc2)NC(=O)c2ccccc2O1 (configuration not stated) | 3.3 | -5.8 | 5.5 | 0.0 | -2.3 | 0.5 | 11.7 | 1.1 | -10.3
COc1ccc(/C=N/NC(=O)CN(c2ccc(OC)cc2)S(=O)(=O)c2ccccc2)cc1 | -14.3 | -1.0 | -8.6 | -4.9 | 18.0 | 0.2 | 0.3 | -2.6 | 10.3
Cc1nc(SCC(=O)Nc2ccccc2C(F)(F)F)c2c(=O)n(C)c(=O)n(C)c2n1 | 8.6 | 6.8 | 15.4 | -3.0 | -13.3 | 1.8 | 6.7 | 18.5 | -3.6
Cc1ccccc1-n1nc2c(c1NC(=O)/C=C\c1ccc3c(c1)OCO3)CSC2 | 35.3 | -1.8 | -2.8 | -1.6 | -1.8 | 1.8 | 1.0 | 2.6 | -6.8
OCCc1c[nH]c2ccc(C(F)(F)F)cc12 | 10.7 | 1.6 | 0.1 | -0.7 | 7.7 | 1.6 | 4.6 | 3.0 | -4.8
Cc1cc(C)cc(OCC(=O)Nc2nonc2NC(=O)COc2cc(C)cc(C)c2)c1 | 5.5 | 1.5 | -3.4 | -0.5 | 1.1 | -0.8 | 6.6 | 3.0 | -11.4
Cc1ccc2occ(/C=N/NC(=O)c3ccc(Cl)cc3)c(=O)c2c1 | -26.4 | 1.1 | 5.4 | -2.9 | -4.6 | 0.7 | -1.3 | 1.0 | 4.2
COc1ccc(C(=O)NC2CC2)cc1OC1CCN(Cc2ccc(Cl)cc2)CC1 | -7.9 | -0.5 | -7.1 | -6.6 | 23.7 | 1.8 | 6.2 | 2.2 | -2.8
Cc1cccc(NC(=O)c2ccoc2C)n1 | 7.7 | -0.5 | -0.5 | -4.4 | -8.4 | 0.8 | 5.6 | 5.7 | -3.0

A section from further up, as a working copy:
SMILES | CRFBP-R2 block | CRFR2-BP ag | M5 PAM | M5 ag | M5 antag | M4 ag | CHRM1 PAM | M4 PAM | M4 antag
Cc1ccc2occ(/C=N/NC(=O)c3ccc(Cl)cc3)c(=O)c2c1 | -26.4 | 1.1 | 5.4 | -2.9 | -4.6 | 0.7 | -1.3 | 1.0 | 4.2
COc1ccc(C(=O)NC2CC2)cc1OC1CCN(Cc2ccc(Cl)cc2)CC1 | -7.9 | -0.5 | -7.1 | -6.6 | 23.7 | 1.8 | 6.2 | 2.2 | -2.8
Cc1cccc(NC(=O)c2ccoc2C)n1 | 7.7 | -0.5 | -0.5 | -4.4 | -8.4 | 0.8 | 5.6 | 5.7 | -3.0

Not a hit list; overall some 2.6% were active at least once.
